Screening results deposited in PubChem by National Center for Advancing Translational Sciences (NCATS).
Menin-MLL TR inh – menin-MLL binding inhibition, Texas Red mutant peptide | AID 1768 | Menin + Texas Red MLL mutant peptide, fluorescence polarization | O00255 | Potency, µM (series often up to 61.6 µM), for the others: at the top dose FP activity change, negative = inhibition, usual class: inhibitors | 0.23% of 270,000 active; active = well fitted inhibition curve with a large enough effect in the polarisation, with a control signal flat, not every such curve was filed as active; inconclusive = small, poorly fitted or top-dose-only effect, or effect the other way, or a change in a side signal; inactive = no such curve, though single readings can be large or run the other way; the % refers to the polarisation; also: % of control where 0% means no effect; many of its hits are not listed in these tables
Target sequence (O00255 whole entry, looked up): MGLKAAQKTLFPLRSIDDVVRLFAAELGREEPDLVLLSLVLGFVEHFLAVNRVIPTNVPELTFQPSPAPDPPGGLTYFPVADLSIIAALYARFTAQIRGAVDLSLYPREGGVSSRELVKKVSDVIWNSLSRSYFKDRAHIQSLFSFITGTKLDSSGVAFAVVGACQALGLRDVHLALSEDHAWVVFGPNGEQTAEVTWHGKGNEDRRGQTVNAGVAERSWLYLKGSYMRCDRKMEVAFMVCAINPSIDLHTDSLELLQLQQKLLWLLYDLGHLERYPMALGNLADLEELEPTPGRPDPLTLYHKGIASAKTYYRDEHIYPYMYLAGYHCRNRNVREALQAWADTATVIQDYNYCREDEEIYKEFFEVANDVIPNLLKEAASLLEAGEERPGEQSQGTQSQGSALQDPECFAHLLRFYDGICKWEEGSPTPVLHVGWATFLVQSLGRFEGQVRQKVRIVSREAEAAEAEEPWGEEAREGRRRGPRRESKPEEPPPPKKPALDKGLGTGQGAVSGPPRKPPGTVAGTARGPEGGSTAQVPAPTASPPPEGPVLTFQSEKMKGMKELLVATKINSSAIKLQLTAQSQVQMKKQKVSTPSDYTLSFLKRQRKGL
* hit, by the source's call; ? = inconclusive; & = joins results of further samples; [ ] = remark or other dose. Potency is read from the fitted curve at half-maximal effect. A portion of the library (hit frequency here may not be typical).

item	SMILES	Menin-MLL TR inh
1	Nc1ncnc2c1nc(Sc1ccc(Cl)cc1)n2[C@@H]1O[C@@H]2COP(O)(=S)O[C@H]2[C@H]1O (some centres not stated)	-23%
2	CN1CC[C@]2(C)c3cc(O)ccc3N(C)[C@@H]12	-13%[24.8 µM]
3	c1ccc(N2CCCC3(CCNCC3)C2)nc1	8%
4	C=CCC(O)(C(=O)OC)c1ccccc1 (configuration not stated)	-25%
5	COc1ccc(CC2NC[C@H](O)[C@H]2OC(C)=O)cc1 (some centres not stated)	9%
6	CCCCC/C=C\C/C=C\C/C=C\C/C=C\CCCCOC(CO)CO	-12%
7	COc1ccccc1CN1CCCC2(CCN(C(=O)Oc3ccccc3)CC2)C1	-1%
8	COc1ccc(-c2oc3cc(OC)ccc3c(=O)c2O)cc1	?

Next compounds:
item	SMILES	Menin-MLL TR inh
9	O=C(Nc1cccc(F)c1)N1CC2(CCNCC2)C1	9%
10	C=CCc1ccc2c(c1)OCO2	-2%
11	CCOP(=S)(OCC)SCn1c(=O)oc2cc(Cl)ccc21	1%
12	C[C@@H](Cc1cccc(C(F)(F)F)c1)NCCCc1ccccc1	-1%[24.8 µM]
13	O=c1cccc2n1CC1CC2CN2CCCC[C@H]12 (some centres not stated)	-2%[24.8 µM]
14	CC(CCC(=O)O)C1CCC2C3CC[C@@H]4CCCC[C@@]4(C)C3CC[C@@]12C (some centres not stated)	?
15	CN1Cc2ccccc2[C@@H]2c3cccc4[nH]cc(c34)C[C@H]21	9%[24.8 µM]
16	O=[N+]([O-])c1ccc(-c2[se]c3ccccc3c2I)cc1	19%

The results go on.
item	SMILES	Menin-MLL TR inh
17	C[C@]1(C(=O)O)CCC[C@]2(C)c3cc(O)ccc3CC[C@@H]12	6%[24.8 µM]
18	c1csc(CN2CCCC3(CCNCC3)C2)n1	3%
19	CCCCCCCCCCCCCC(=O)OC1C(C)[C@@]2(O)C(C=C(CO)C[C@]3(O)C(=O)C(C)=C[C@H]23)[C@@H]2C(C)(C)[C@]12OC(C)=O (some centres not stated)	-17%
20	CCCCCCCCc1[se]c2ccccc2c1I	-2%
21	COc1ccc(C(=O)c2c(C)n(CCN3CCOCC3)c3cc(I)ccc23)cc1	4%[24.8 µM]
22	CCCCC(C#N)(Cn1cncn1)c1ccc(Cl)cc1 (configuration not stated)	14%
23	CC(=O)OC[C@]12C[C@H](OC(=O)CC(C)C)C(C)=C[C@H]1O[C@H]1[C@H](O)[C@@H](OC(C)=O)[C@@]2(C)[C@]12CO2	-12%
24	C=C1[C@@H]2C[C@]3(C(CC2=O)[C@]24C5C[C@H]3[C@H]2N(CC)C[C@]5(C)CC[C@@H]4O)[C@@H]1O (some centres not stated)	-4%

(continued)
item	SMILES	Menin-MLL TR inh
25	O=P1(Oc2ccccc2)CC=CC(COC(c2ccccc2)(c2ccccc2)c2ccccc2)O1 (configuration not stated)	?
26	CCCCC/C=C\C/C=C\C/C=C\C/C=C\CCCC(=O)OCCN	-25%&-18%
27	CC(=O)C1CCC2C3CCC4CC(O)CCC4(C)C3CC(O)C12C (configuration not stated)	1%
28	NC(=NCc1ccc(Cl)cc1)SCCCc1cnc[nH]1	-14%[24.8 µM]
29	O=C(Cc1ccc(Cl)c(Cl)c1)N1CCCC[C@H]1CN1CCCC1	-10%[24.8 µM]
30	O=c1oc2ccccc2c(O)c1C(c1ccccc1O)c1c(O)c2ccccc2oc1=O	?
31	CN(CCC(N)CC(=O)NC1C=CC(n2ccc(N)nc2=O)OC1C(=O)O)C(=N)N (configuration not stated)	-14%
32	CNCC/C=C\c1cccnc1	3%[24.8 µM]

More compounds follow:
item	SMILES	Menin-MLL TR inh
33	C[C@@H]1C[C@H](C)C[C@H](C)[C@@H](O)CC(=O)O[C@H]([C@H]2CCC[C@H]2C(=O)O)C/C=C/C=C(/C#N)[C@H](O)[C@@H](C)C1	0%
34	CC(=O)C1CCC2C3CCC4=CC(=O)CCC4(C)C3CCC12C (configuration not stated)	-1%
35	CN(C)C1C(=O)C(C(N)=O)=C(O)[C@@]2(O)C(=O)C3=C(O)c4c(O)cccc4[C@@](C)(O)C3[C@H](O)C12 (some centres not stated)	?
36	Cc1cc(I)ccc1Nc1c(C(=O)NOCC2CC2)cc(F)c(F)c1F	?
37	CC(=O)[O][Sn]([c]1ccccc1)([c]1ccccc1)[c]1ccccc1	-9%
38	O=C(O)[C@@H]1C[C@H]2C[C@@H](CP(=O)(O)O)CC[C@H]2CN1	-18%
39	CC(C)CCCC(C)C1CCC2C3C(=O)C=C4CC(O)CC[C@@]4(C)C3CC[C@@]12C (some centres not stated)	?
40	C[C@H](CCC(=O)O)C[C@H](C)C[C@H](C)C(=O)/C=C(\O)[C@H](C)C[C@H](C)C/C=C/[C@@H](C)[C@@H](O)[C@@H](C)[C@@H](O)C[C@@H]1CC[C@@](C)(C2CC[C@@](C)([C@@H](C)O)O2)O1 (some centres not stated)	-1%

Following part
item	SMILES	Menin-MLL TR inh
41	O[C@H]1CCCC[C@H]1N1CCC(c2ccccc2)CC1	-1%&-1%[24.8 µM]
42	CC/C=C\C/C=C\C/C=C\C/C=C\C/C=C\CCCC(=O)NCC(=O)O	3%
43	CC(C)N1C(=O)c2ccccc2NS1(=O)=O	2%
44	Oc1ccc2c3c1O[C@H]1c4c(c5ccccc5n4Cc4ccccc4)C[C@]4(O)[C@H](C2)N(CC2CC2)CC[C@@]314	0%[24.8 µM]
45	O=C(Oc1ccccc1)N1CCC2(CC1)CN(Cc1ccncc1)C2	12%
46	CN1CCc2nc(CO)c(CO)cc2C1	0%[11.7 µM]
47	COC(=O)/C(C)=C\CC12OC(C)(C)C3CC(C=C4C(=O)c5c(OC)c6c(c(CC=C(C)C)c5OC431)OC(C)(CCC=C(C)C)C=C6)C2=O (configuration not stated)	-7%
48	CCc1cccc(CC)c1NC1=NCCN1	2%

More results
item	SMILES	Menin-MLL TR inh
49	O=c1c(O)c(-c2ccc(O)c(O)c2)oc2c(O)c(O)cc(O)c12	?
50	Cc1nc(N)sc1CCN	-2%[24.8 µM]
51	Clc1ccc([C@@H]2C[C@H]3CC[C@@H]2N3)cn1	11%[24.8 µM]
52	CCN1C[C@@]2(COC)C3[C@@H](OC)C4[C@@H]1[C@@]3(C1C[C@@]3(O)[C@H](OC(=O)c5ccccc5)C1[C@]4(OC(C)=O)[C@@H](O)[C@@H]3OC)[C@@H](OC)C[C@H]2O (some centres not stated)	3%[24.8 µM]
53	CC(=O)OC1C2CCC3C1(CC(O)[C@@]1(O)[C@@H](CC(O)C1(C)C)[C@]3(C)O)C[C@@]2(C)O (some centres not stated)	5%
54	CC(=O)OC1CC2C(C)(C)C(O)C=C[C@@]2(C)C2CC[C@]3(C)C(=CC(=O)OC3c3ccoc3)[C@]12C (some centres not stated)	8%
55	CC1CC2CC(=O)C3CCCN4CCCC2[C@]34C1 (some centres not stated)	4%
56	CNCCc1cnc[nH]1	-13%

(more compounds)
item	SMILES	Menin-MLL TR inh
57	CCOC(=O)N1CCN(/[N+]([O-])=N/Oc2ccc([N+](=O)[O-])cc2[N+](=O)[O-])CC1C (configuration not stated)	33%[activator]
58	CC(C)c1cc2c(c(O)c1O)[C@@]1(C(=O)O)CCCC(C)(C)[C@@H]1CC2	?
59	CC(=O)OC1C(=O)[C@]2(C)C(O)CC3OC[C@]3(OC(C)=O)C2[C@@H](OC(=O)c2ccccc2)[C@]2(O)CC(O)C(C)=C1C2(C)C (some centres not stated)	-8%
60	C/C=C1/C[C@@H](C)[C@](O)(CO)C(=O)OCC2=CCN3CC[C@@H](OC1=O)C23 (some centres not stated)	6%
61	CCc1cc2c(nc1CC)CCN(CC/C(C)=N/OC)C2	-3%[11.7 µM]
62	CC(C)[C@@]1(NC(=O)[C@@H]2C[C@H]3c4cccc5[nH]cc(c45)C[C@@H]3N(C)C2)O[C@]2(O)[C@H]3CCCN3C(=O)[C@H](Cc3ccccc3)N2C1=O	9%[24.8 µM]
63	CC1(C)N([O-])[N+](=O)C1(C)Br (configuration not stated)	-24%
64	CC1CC[C@]2(NC1)OC1CC3C4CC=C5CC(O)CC[C@@]5(C)C4CC[C@]3(C)C1C2C (some centres not stated)	-30%

(cont.)
item	SMILES	Menin-MLL TR inh
65	ClC1=C(Cl)C(Cl)(C2(Cl)C(Cl)=C(Cl)C(Cl)=C2Cl)C(Cl)=C1Cl	?
66	Cc1ccc(C[N+](C)(C)C)o1	-7%
67	O=C1Nc2ccccc2C2(CCN(CCc3ccc(C(F)(F)F)cc3)CC2)O1	-12%&-2%
68	CC(C)CN1CCC2(CC1)CCN(C(=O)Oc1ccccc1)CC2	-5%
69	CCCCC/C=C\C/C=C\C/C=C\C/C=C\CCCC(=O)NCCCC(=O)O	-11%&-2%
70	CC1=CC(=O)C2=C(C)C[C@@H](O)[C@@H]3[C@@H](OC(=O)[C@H]3C)[C@H]12	-4%[24.8 µM]
71	COC(=O)N1CCC2(CCCN(C)C2)CC1	-1%
72	COC(=O)/C=C\C(=O)N[C@@H]1CC[C@@]2(O)[C@H]3Cc4ccc(O)c5c4[C@@]2(CCN3CC2CC2)[C@@H]1O5	0%[24.8 µM]

The list goes on.
item	SMILES	Menin-MLL TR inh
73	CCOC(=O)CN1C(=O)CC(C[C@@H](O)C2C[C@@H](C)C[C@H](C)C2=O)CC1=O (some centres not stated)	-16%
74	CC(C)[C@@]1(NC(=O)[C@@H]2C[C@H]3c4cccc5[nH]cc(c45)C[C@@H]3N(C)C2)O[C@@]2(O)[C@H]3CCCN3C(=O)[C@H](Cc3ccccc3)N2C1=O	-1%&-1%[24.8 µM]
75	CN1[C@@H]2CC[C@H]1CC(OC(=O)c1cc(Cl)cc(Cl)c1)C2 (some centres not stated)	-2%[24.8 µM]
76	Nc1ncnc2c1ncn2[C@@H]1O[C@@H]2CO[P@](=O)(S)O[C@H]2[C@H]1O	?
77	O=C(O)CNC(=O)[C@@H](CS)Cc1ccccc1	-8%[24.8 µM]
78	COC1=C[C@H]2C3=C([C@H]2C1=O)[C@H](NC(C)=O)CCc1cc(OC)c(OC)c(OC)c13	5%[24.8 µM]
79	CN(C(=O)COc1nc2ccccc2s1)c1ccccc1	?
80	C=C(C)[C@H]1C2C(=O)O[C@H]1[C@H]1OC(=O)[C@@]34O[C@@H]3C[C@]2(O)[C@@]14C	1%[24.8 µM]

Following part
item	SMILES	Menin-MLL TR inh
81	CN1CCCC2(CCN(C(=O)c3csnn3)CC2)C1	-2%
82	CC(=O)O[C@@H]1C[C@@]2(C)C(c3ccoc3)C[C@H]3O[C@]32[C@]2(C)C(=O)C(O)=C3C(C)(C)C(=O)C=C[C@]3(C)C12 (some centres not stated)	0%
83	CC(C)=CCCC1(C)C=Cc2c(O)c3c(c(CC=C(C)C)c2O1)OC12C(=CC4CC1C(C)(C)OC2(C/C=C(/C)C(=O)O)C4=O)C3=O (configuration not stated)	0%
84	Clc1ccc(CO[C@@H](Cn2ccnc2)c2ccc(Cl)cc2Cl)cc1	?
85	COC(=O)C1=CO[C@@H](C)[C@@H]2CN3CCc4c([nH]c5cc(OC)ccc45)[C@@H]3C[C@H]12	2%
86	CCS(=O)CCSP(=O)(OC)OC (configuration not stated)	-3%
87	CCCCCOc1c(OC)ccc2cc(C(=O)NCc3ccc4c(c3)OCO4)c(=O)[nH]c12	19%
88	O=C(O)C1=CCCN(CCOC(c2ccc(C(F)(F)F)cc2)c2ccc(C(F)(F)F)cc2)C1	0%[24.8 µM]

Reformatted field by field: part of the list above.
79: CN(C(=O)COc1nc2ccccc2s1)c1ccccc1
  Menin-MLL TR inh: ?

80: C=C(C)[C@H]1C2C(=O)O[C@H]1[C@H]1OC(=O)[C@@]34O[C@@H]3C[C@]2(O)[C@@]14C
  Menin-MLL TR inh: 1%[24.8 µM]

81: CN1CCCC2(CCN(C(=O)c3csnn3)CC2)C1
  Menin-MLL TR inh: -2%

82: CC(=O)O[C@@H]1C[C@@]2(C)C(c3ccoc3)C[C@H]3O[C@]32[C@]2(C)C(=O)C(O)=C3C(C)(C)C(=O)C=C[C@]3(C)C12 (some centres not stated)
  Menin-MLL TR inh: 0%

Next part.
item	SMILES	Menin-MLL TR inh
89	C[C@@]12CC[C@H](O)C[C@@H]1CC[C@H]1[C@H]2CC[C@@]2(C)[C@@H](C3=CC(=O)OC3)CC[C@]12O	-5%[24.8 µM]
90	CC(=O)O[C@H]1[C@H]2[C@@H](OC(=O)Cc3ccccc3)[C@@H](C)C[C@]2(OC(C)=O)C(=O)/C(C)=C/[C@@H]2[C@H](CC[C@@]13CO3)C2(C)C	-25%
91	COc1ccc2c(c1O)-c1c(OC)c(OC)cc3c1[C@@H](C2)N(C)CC3	-15%
92	C/C=C1/CN2CC[C@]34C(=C(C=O)[C@@H]1C[C@H]23)Nc1c(O)cccc14	0%
93	C(=C/c1ccccc1)/CN1CCN(CCOC(c2ccccc2)c2ccccc2)CC1	-10%[24.8 µM]
94	CC(=O)C1CCC2C3CCC4CC(C)(O)CCC4(C)C3CCC12C (configuration not stated)	?
95	CCCCCCCCCCCCN=C(N)N	?
96	CC(=O)CC(c1ccccc1)c1c(O)c2cc(O)ccc2oc1=O (configuration not stated)	-14%

Other structures
item	SMILES	Menin-MLL TR inh
97	C[C@@H](C1CC[C@@]2(O)C3=CC(=O)[C@@H]4C[C@@H](O)[C@@H](O)C[C@]4(C)[C@H]3CC[C@]12C)[C@H](O)CCC(C)(C)O (some centres not stated)	?
98	COC(=O)[C@@H]1C[C@@]2(O)[C@@H](O)[C@@H](O)[C@@H](O)C[C@H]2N1Cc1cccnc1	7%
99	c1cc(CN2CCCC3(CCNCC3)C2)ccn1	-15%
100	CCC(C)C(=O)OC1C[C@@]2(C)C(c3ccoc3)OC(=O)CC23OC2(C)OC34C(OC(=O)C(C)C)[C@]3(O)C(OC(=O)C5(C)OC5C)[C@]5(C)CC3(O)[C@](C)(C5CC(=O)OC)C14O2 (some centres not stated)	-15%
101	C#C[C@@]1(O)CC[C@@H]2[C@@H]3CCC4=CC(=O)CC[C@@]4(C)[C@H]3CC[C@]21C	-16%[24.8 µM]
102	CCOP(=S)(OCC)O/N=C(\C#N)c1ccccc1Cl	2%
103	CCCC(Cn1cncn1)c1ccc(Cl)cc1Cl (configuration not stated)	10%
